Source: PubChem (several laboratories)
LYP phosphatase = PTPN22 lymphoid phosphatase activity blockers – biochemical, fluorescence intensity, uHTS (AID 1779); 290,000 tested, 0.054% active; inhibition, % at 11.5 µM, or IC50 in µM where a hit was titrated; recombinant LYP phosphatase, fluorescence intensity; higher % means a stronger effect; in the data active = inhibition above about 50%;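 also: plate controls were vehicle with enzyme for no effect and no enzyme for full effect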
Large T inhibition = SV40 large T antigen inhibitors, biochemical (AID 1903). SV40 large T antigen ATPase/helicase inhibition assay; higher % means a stronger effect. 310,000 tested, 0.39% active. inhibition, % at 20 µM, or IC50 in µM where a hit was titrated; in the data active = a potency from the dose series; inconclusive = inhibition mostly from about 32% at the one dose, without a potency; inactive = the rest, 99 in 100 with inhibition below about 32%; also: strong numbers were not always called active
GPR55 beta-arrestin = GPR55 agonists via beta-arrestin recruitment, primary screen, imaging, U2OS cells, beta-arrestin-GFP redistribution (AID 1961) | 290,000 tested, 0.048% active | U2OS GPR55 beta-arrestin-GFP redistribution imaging; higher % means a stronger effect | activation, % at 10 µM; hits with a dose series show EC50 in µM;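 active = activation above 40% with more than 50 cells counted in the well; inconclusive = wells holding fewer than 50 cells, flagged as toxic or sparse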;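 also: U2OS osteosarcoma cells stably expressing GPR55 and beta-arrestin-GFP; plate controls were DMSO negative control for no effect and LPI positive control for full effect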
GPR55 antagonists = GPR55 antagonists blocking LPI-driven arrestin recruitment, primary screen, imaging, U2OS, beta-arrestin-GFP, LPI agonist (AID 2013). one-dose inhibition, % at 10 µM; IC50 in µM for titrated hits. U2OS GPR55 beta-arrestin-GFP translocation imaging, LPI antagonism; higher % means a stronger effect. 290,000 tested, 0.13% active;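 active = spots per cell inhibited over 60%, with over 100 cells counted and total cytoplasm intensity under 500,000; inconclusive = wells with under 100 cells, flagged as likely toxic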;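 also: U2OS cells stably carrying GPR55 and arrestin-GFP stimulated by 5 µM LPI near EC80; imaged beta-arrestin-GFP aggregate spots per cell after agonist stimulation; plate controls were LPI-stimulated DMSO wells for no effect and DMSO wells without LPI for full effect; some results filed as inactive read as strong as hits; confirmed hits need IC50 under 10 µM and bright autofluorescent wells are also inconclusive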
Rac1 GTP hydrolysis = MgcRacGAP GTPase-activating activity inhibitors, confirmation, biochemical, ADP Hunter fluorescence. AID 624330. inhibition, % at 30 µM; hits with a dose series show IC50 in µM. 340,000 tested, 0.6% active. MgcRacGAP-stimulated Rac1 GTP hydrolysis, ADP Hunter fluorescence; higher % means a stronger effect; GST-tagged Rac1 F28L mutant substrate;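 active = first-screen hits whose inhibition reached a set limit at any dose in the follow-up dose series; inconclusive = inhibition above the set first-screen limit but never retested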;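 also: fluorescence reports GDP produced by GAP-driven GTP hydrolysis; strong numbers were not always called active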
Lipid droplet = hepatic lipid droplet formation modulation; AML12 mouse hepatocytes, oleate lipid droplets, BODIPY imaging; inhibition, % at 6.5 µM; 240,000 tested, 0.4% active;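 active = lipid droplet intensity inhibited by at least 50%, with more than 500 cells counted; inconclusive = wells with under 300 cells, treated as cytotoxic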
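Material – mouse AML12 hepatocyte cell line, fixed after treatment · Compound dosing – one dose, 6.5 µM compound · Times – compound with oleate, overnight · Measured by – Image-based BODIPY and DAPI two-channel analysis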
T cell modulator = modulates CD8 T cell binding to vesicles; 330,000 tested, 0.068% active; AID 2052; 2C CD8+ T cell-vesicle binding, flow cytometry; stronger effect = lower value; calls only at 7 µM;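 active = response, share of CD8 T cells binding vesicles, and their 90th percentile fluorescence all below set limits, cut at about 80% in these data, passing the limit was not always enough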
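Assay system: 2C TCR transgenic mouse naive CD8+ T cells, MACS-purified | Read-out: CD8+ gate FL2 mean fluorescence as % of same-row positive control | Signal: High-throughput flow cytometry with anti-B7-1 and anti-CD8 staining | Timing: Binding step 1.5 h, 37 °C, antibody labelling 20 min, ice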
GPR35 arrestin U2OS = inhibition of zaprinast-stimulated GPR35 beta-arrestin translocation – imaging, U2OS, beta-arrestin-GFP, zaprinast agonist, primary screen (AID 2058) | U2OS GPR35 beta-arrestin-GFP translocation imaging, zaprinast antagonism; higher % means a stronger effect | inhibition, % at 10 µM; hits with a dose series show IC50 in µM | 290,000 tested, 0.052% active;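 active = inhibition of at least 50% with at least 30 cells and total cytoplasm GFP at most 10,000,000; inconclusive = under 30 cells or total GFP of 10,000,000 plus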
NTR1 agonist = NTR1-driven beta-arrestin-GFP spot formation – imaging, U2OS cells, high content, primary screen (AID 493036). P30989. 330,000 tested, 0.17% active. agonist mode. activation, % at 20 µM;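 active = activation at or above 40% of the spot to cytoplasm intensity ratio, with at least 20 cells analyzed; inconclusive = wells under 20 cells, flagged as cytotoxic or low count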;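 also: 0% = DMSO without peptide and 100% = 100 nM NTR1 peptide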
Target sequence (P30989 whole entry, looked up): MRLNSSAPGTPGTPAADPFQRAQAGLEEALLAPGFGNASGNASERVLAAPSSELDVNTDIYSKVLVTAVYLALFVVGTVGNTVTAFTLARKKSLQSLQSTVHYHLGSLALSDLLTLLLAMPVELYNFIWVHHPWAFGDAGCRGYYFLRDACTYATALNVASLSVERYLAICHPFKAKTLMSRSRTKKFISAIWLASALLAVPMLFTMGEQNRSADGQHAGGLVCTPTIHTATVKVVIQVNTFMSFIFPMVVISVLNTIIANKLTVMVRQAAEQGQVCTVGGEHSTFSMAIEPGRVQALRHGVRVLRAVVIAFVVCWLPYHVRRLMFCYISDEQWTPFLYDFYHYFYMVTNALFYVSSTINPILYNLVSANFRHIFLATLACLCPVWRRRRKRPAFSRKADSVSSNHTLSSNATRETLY
Lipid droplet cells 6.5 µM = second read-out of Lipid droplet, no call of its own (marks repeat the call); cell count; measured here: cell count, cytotoxicity flag;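 cells counted across two imaged fields per well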
T cell modulator vesicle-bound % = recorded beside T cell modulator, whose call it bears; double positive events, %; measured here: CD8+ vesicle-bound cell fraction;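 binding gate set so that unloaded-vesicle control wells show 10% double positive cells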
NTR1 agonist cell count 20 µM = further read-out of NTR1 agonist, marked with its call; cell count; measured here: cell count, cytotoxicity flag
Starred values were filed as active, the others as inactive; i = inactive; ? = inconclusive; / = not tested or not shown.

Order of values – LYP phosphatase	Large T inhibition	GPR55 beta-arrestin	GPR55 antagonists	Rac1 GTP hydrolysis	Lipid droplet	Lipid droplet cells 6.5 µM	T cell modulator	T cell modulator vesicle-bound %	GPR35 arrestin U2OS	NTR1 agonist	NTR1 agonist cell count 20 µM
Cc1c(/C(O)=C2/C(=O)C(=O)N(Cc3cccnc3)C2c2cccs2)cnn1-c1ccccc1 (stereo not given)
  0%	8%	-0.1%	-1%	12%	-15	798	i	26	0%	-0.1	53
O=C(Nc1ccc(Cl)cc1)N1CCc2ccccc2C1
  -7%	-1%	0.2%	1%	10%	-1	712	i	55	19%	1.7	39
O=C(O)CCNc1cc2ccccc2cc1C(=O)O
  -6%	37%	0.2%	-2%	18%	/	/	i	5	0%	0.4	99
COc1cccc(CNc2ncc(-c3ccccc3)n2C)c1
  -4%	3%	-0.3%	-2%	20%	-1	800	i	30	-8%	0.8	58
CCc1cc2c(=O)[nH]c(N3CCCC3)nc2s1
  -9%	12%	-0.1%	-3%	11%	1	734	i	/	11%	5.7	64
Nc1nc(Nc2ccccc2)nc(NCc2ccco2)c1[N+](=O)[O-]
  4%	15%	0.1%	1%	9%	1	629	i	43	2%	14	69
COc1cc(C(=O)N/N=C/c2ccsc2C)cc(OC)c1OC
  0%	10%	-0.1%	-19%	11%	/	/	i	27	12%	2.1	31
Cc1cccc2sc(NC(=O)C3CSC4(C)CCC(=O)N34)nc12 (stereo not given)
  2%	15%	0.0%	19%	6%	0	711	i	15	8%	1.1	56
CC(Oc1cccc2ccccc12)C(=O)N/N=C/c1cccnc1 (stereo not given)
  -6%	8%	-0.2%	-25%	-5%	-25	724	i	54	-1%	-0.8	40
Cc1cccc(C(O)(C(=O)NNc2ccc3ccccc3n2)c2cccc(C)c2)c1
  0%	-4%	?	-13%	0%	-6	667	i	43	13%	3.0	57
CCOc1cc2[nH]c(=O)n(CCCN3CCCC3=O)c(=O)c2cc1OCC
  -9%	16%	-0.1%	14%	3%	/	/	i	8	3%	-1.2	83
O=C(Cn1ncc2c(=O)oc3ccccc3c21)N1CCCc2ccccc21
  -3%	7%	0.0%	3%	-1%	/	/	i	29	20%	-1.2	49
Cn1c(N)c(C(=O)COC(=O)c2ccccc2NCc2ccco2)c(=O)n(C)c1=O
  -11%	23%	-0.1%	9%	4%	-21	637	i	34	6%	-0.5	63
CCC(=O)N=c1n(C)c2ccccc2n1CCOc1ccccc1
  -13%	5%	0.6%	-9%	5%	-5	722	i	13	4%	1.8	35
COc1cccc(OCC(O)CN2CCC(CN3C(=O)c4cccc5cccc(c45)C3=O)CC2)c1 (stereo not given)
  -9%	9%	-0.6%	16%	8%	-14	659	i	35	3%	3.0	53
CN(C)S(=O)(=O)c1ccc(NC(=S)NC(=O)c2cccs2)cc1
  -3%	3%	0.1%	6%	/	-8	705	i	37	9%	-1.2	29
Cc1ccccc1NC(=O)N1CCCC1C(=O)NCc1ccccc1 (stereo not given)
  -8%	18%	0.2%	3%	9%	-6	799	i	58	-6%	1.7	64
CN(CCNC(=O)Cn1c(=O)sc2ccccc21)Cc1ccccc1
  -7%	2%	-0.2%	12%	5%	/	/	i	23	14%	-2.4	45
CCc1ccc(NC(=O)c2ccc3c(c2)C(=O)N(CCOC)C3Nc2ccc(CC)cc2)cc1 (stereo not given)
  -5%	6%	-0.2%	4%	5%	-2	729	i	18	-13%	1.3	61
CCN1CCN(CCCNC(=O)C2CCCN(c3nnc(-n4cccc4)s3)C2)CC1 (stereo not given)
  -7%	7%	0.3%	-5%	5%	/	/	i	9	5%	0.1	56
COCCNc1cc(NCCOC)c([N+](=O)[O-])cc1[N+](=O)[O-]
  0%	9%	-0.2%	8%	5%	11	682	i	57	6%	3.3	75
COc1ccc2[nH]c(C)c(CCNC(=S)Nc3ccc(F)cc3)c2c1
  -5%	10%	1.0%	-2%	5%	-8	719	i	58	6%	-0.3	82
O=C(Nc1ccc(Cl)cc1)c1ccc(-n2cncn2)c([N+](=O)[O-])c1
  1%	6%	0.1%	4%	4%	-5	546	i	38	8%	-2.7	103
CC(=O)O/N=C/c1c(NCc2ccccc2)nc2c(C)cccn2c1=O
  -6%	13%	-0.1%	-5%	/	-5	674	i	53	-3%	4.0	49
CN1CCN(CCOCCOc2ccc(Br)cc2Cl)CC1
  -9%	9%	0.3%	-2%	84µM*	3	809	i	66	7%	0.8	66
O=C(NCc1cccc(F)c1)C1CCC(=O)N(CCCN2CCOCC2)C1 (stereo not given)
  -10%	-1%	-0.1%	-19%	0%	6	691	i	35	9%	1.1	47
Cc1nc(SCCC(=O)O)c2cc(-c3ccccc3)sc2n1
  0%	18%	0.2%	11%	14%	8	841	i	22	6%	0.5	50
CC(Nn1cnnc1)c1cc(Cl)ccc1O (stereo not given)
  -7%	/	-0.1%	3%	-2%	1	550	i	13	-6%	-0.3	43
O=C(N/N=C\c1cccc(Cl)c1)c1ccc(Cn2cccn2)o1
  -1%	17%	0.0%	2%	5%	-2	574	i	44	-9%	0.3	76
COc1cc(/C=N/N(C)C)ccc1OC(=O)c1cccs1
  1%	7%	-0.2%	-13%	-2%	-15	709	i	31	-2%	1.3	54
Fc1ccc(-c2noc(C3CCN(Cc4cccnc4)CC3)n2)cc1
  -6%	4%	0.0%	-12%	12%	1	770	i	30	-12%	-0.6	75
COCCN=C1NN=C(c2cc(C)n(CC3CCCO3)c2C)CS1 (stereo not given)
  4%	22%	0.0%	9%	7%	-29	637	i	36	-13%	-0.7	30
C=CCN1CCN(C(c2cc(OC)ccc2OC)c2nnnn2CC2CCCO2)CC1 (stereo not given)
  -10%	4%	0.6%	-2%	9%	/	/	i	50	4%	0.3	50
O=C(N/N=C/C1CC=CCC1)c1ccc(O)cc1O (stereo not given)
  -4%	5%	0.4%	5%	4%	-10	637	i	41	2%	4.5	16
O=c1[nH]c(=O)n(CCc2ccc(F)cc2)c(O)c1C=NCc1ccc2c(c1)OCO2
  -2%	32%	0.1%	2%	1%	-6	690	i	11	-18%	11	96
Cc1c(C=O)c(=O)n(-c2ccccc2)n1C
  -5%	6%	0.9%	8%	1%	-2	721	i	48	-3%	-1.2	77
Cc1ccc2[nH]c3c(NCCCN4CCCC4=O)ncnc3c2c1
  0%	-2%	-0.4%	-12%	11%	12	690	i	13	1%	-0.9	40
O=C(CCn1c(=S)[nH]c2ccccc2c1=O)N1CCOCC1
  0%	5%	0.2%	6%	7%	-9	563	i	12	1%	-0.1	54
Cc1cc(C(=O)Nc2nc(-c3ccccn3)cs2)ccc1[N+](=O)[O-]
  -3%	2%	0.2%	10%	-4%	-17	686	i	13	1%	4.8	48
O=C(Nc1cccc(S(=O)(=O)N2CCOCC2)c1)C(c1ccccc1)N1CCCCC1 (stereo not given)
  -7%	10%	0.2%	-10%	3%	4	713	i	61	-4%	0.1	43
Cc1ccc(C(=O)N/C(=C\c2ccco2)C(=O)NCCN2CCOCC2)cc1
  -1%	4%	0.0%	-1%	7%	6	784	i	52	1%	0.5	44
O=C(C[n+]1cnn(CC(=O)c2ccc(Cl)cc2Cl)c1)c1ccc([N+](=O)[O-])cc1
  -19%	10%	0.1%	3%	6%	-2	643	i	44	11%	/	/
CC1CN(c2ccc([N+](=O)[O-])cc2F)CCN1C(=O)c1ccco1 (stereo not given)
  -3%	7%	-0.1%	5%	6%	-7	861	i	15	-4%	2.9	57
CC1(C)OC(=O)C(=CNc2ncccn2)C(=O)O1
  -6%	2%	-0.1%	22%	4%	/	/	i	68	-7%	0.8	51
Cc1cccc(N2C(=O)CC(n3ccnc3)C2=O)c1C (stereo not given)
  -6%	7%	-0.2%	10%	10%	31	703	i	18	4%	-0.3	40
CC(=O)N1CCc2cc(C(=O)CN3CCN(c4ccccc4F)CC3)ccc21
  -1%	6%	-0.1%	-1%	10%	/	/	i	21	-8%	-3.3	51
COc1cc(NC(=S)N2CCN(S(C)(=O)=O)CC2)cc(OC)c1
  -9%	10%	-0.1%	8%	4%	-5	663	i	12	6%	0.8	49
Cc1ccc(NC(=O)C2CCN(S(=O)(=O)c3ccccc3)CC2)cc1
  -2%	-2%	-0.2%	-4%	1%	0	729	i	47	19%	3.0	63
COc1ccc(CCNC(=O)CNC(=O)c2ccco2)cc1
  -10%	7%	0.6%	8%	3%	0	810	i	49	-9%	1.7	46
Cc1cc(NC(=O)CSc2nc(-c3ccco3)cc(C(F)(F)F)n2)n(-c2ccccc2)n1
  -2%	5%	0.7%	8%	6%	-2	724	i	57	6%	0.2	26
O=C(c1ccco1)N1CCN(c2c([N+](=O)[O-])nn(-c3ccc(Cl)cc3)[n+]2[O-])CC1
  -3%	9%	0.4%	2%	12%	14	775	i	38	14%	3.0	53
CC1CCCN(CC(=O)Nc2ccc(S(=O)(=O)N3CCCCCC3)cc2)C1 (stereo not given)
  -8%	3%	-0.2%	0%	1%	-9	730	i	9	3%	2.0	66
c1nnc2c3c4c(sc3ncn12)CCCC4
  2%	8%	0.6%	5%	/	8	713	/	/	5%	-2.4	61
Cc1ccc(NC(=O)N2CCC(NC(=O)c3cccc(C)c3)CC2)cc1
  -6%	-6%	-0.2%	4%	15%	-8	687	i	29	14%	0.2	40
CC(=O)c1cccc(NC(=O)NC2CC(=O)N(c3ccc4c(c3)OCCO4)C2)c1 (stereo not given)
  /	22%	/	/	2%	/	/	i	52	/	1.9	54
